High-throughput results: PubChem BioAssay, several laboratories
Arrestin-AP2 inh: inhibitors of human beta-arrestin and AP2 interaction | FITC-arrestin peptide / GST-AP2 beads, flow cytometry; AP2 beta2 appendage carries R879A mutation | inhibition, % at 10 µM | 0.31% of 340,000 active;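 active = inhibition above a set limit, near 3 SD of compounds lacking own fluorescence, cut at about 54% in these data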;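 note: plate controls were DMSO wells for no effect and 5 µM unlabelled arrestin peptide for full effect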
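Assay system: GST-AP2 R879A bound to glutathione beads, E. coli-expressed; Medium: PBS with 0.05% Tween 20 and 0.1% BSA; Also added: fluorescein-tagged arrestin peptide at 50 nM final; Timing: 12 min plus 1 h, RT; Measured by: flow cytometry, FL1 (488/535 nm); Evaluation: percent drop in bead-associated FITC signal.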
PKA-R1A act: PKA-R1A complex activation; PKA-R1A dissociation, Cy5-IP20 fluorescence polarization; scaled: DMSO 0%, 113 µM cGMP 100%; activation, % at 11.4 µM; 0.083% of 340,000 active; AID 504707;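 active = percent activation above the mean of all tested compounds plus 3 SD, cut at about 19% in these data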;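 note: higher means more PKAc released from R1A so a rise in polarization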
HTR5A inv ctr: HTR5A inverse agonism, opioid heterodimer counter-screen | P47898 | HTR5A cell line, luminescence | inhibition, % at 9.3 µM | 0.083% of 340,000 active; in the data active = inhibition mostly above about 23%, no sharp cut-off; inactive = mostly below about 18%;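 note: 0% = cells with DMSO and 100% = no-cell wells with DMSO; some compounds called inactive have numbers as strong as hits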
OPRM1-OPRD1 inv: mu-delta opioid heterodimer inverse agonism; inhibition, % at 9.3 µM; AID 504357; cell-based MOR-DOR heterodimer luminescence; 0.21% of 340,000 active; in the data active = inhibition above about 22%, passing the limit was not always enough;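 note: 0% = cells with DMSO and 100% = wells without cells with DMSO; values of inactives mirror those of a sister screen read the other way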
MOR-DOR ag: OPRM1-OPRD1 heterodimerization agonism; P35372+P41143; cells, luminescence; activation, % at 9.3 µM; 0.3% of 340,000 active; in the data active = activation above about 18%;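 note: 0% = vehicle-treated cells and 100% = reference agonist; values of inactives mirror those of a sister screen read the other way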
HTR5A ag: activates human HTR5A in OPRM1-OPRD1 agonist counter-screen; AID 504692; 0.61% of 340,000 active; activation, % at 9.3 µM; HTR5A agonist assay, luminescence, cell-based; P47898; in the data active = activation mostly above about 9.5%, no sharp cut-off; inactive = mostly below about 7.6%;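 note: 0% = cells with vehicle only and 100% = reference agonist; strong numbers were not always called active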
DAGLB inhibitor: blocks human DAGLB lipase activity; Q8NCG7; HEK293T DAGLB membrane lysate, EnzChek fluorogenic substrate; inhibition, % at 5.17 µM; 0.059% of 340,000 active; in the data active = inhibition above about 34%;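 note: 0% = enzyme with vehicle and 100% = wells lacking enzyme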
V-ATPase pH: alters yeast V-ATPase proton transport. S. cerevisiae, pHLuorin cytosolic pH fluorescence. response, % at 10 µM. 0.37% of 350,000 active. AID 504577; in the data active = response mostly above about 7.3%, no sharp cut-off; inactive = mostly below about 5.4%; note: actives read high; inactives centre near 0; some compounds called inactive have numbers as strong as hits; reference of the scale not given here
PKA-R2B activ: activators of human PKA-R2B complex; P22694+P31323; 0.079% of 340,000 active; activation, % at 11.4 µM; PKA-R2B holoenzyme dissociation, Cy5-IP20 fluorescence polarization; R2B truncated from residue 108, S112A mutant; 0% DMSO only, 100% 113 µM cGMP;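 active = activation above a cutoff set at the mean over all compounds plus 3 SD, cut at about 18% in these data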;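 note: higher means more holoenzyme dissociation and a rise in polarization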
DSG3 Ab inh: inhibitors of pemphigus antibody binding to human desmoglein-3. 0.48% of 310,000 active. P32926. DSG3-coupled beads, scFv-anti-DSG3-GFP binding, flow cytometry; hits give low values. binding (percent of control), % at 10 µM. AID 588358;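 active = binding more than 3 SD below its plate's average and above zero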;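 note: hits lower antibody fragment binding to DSG3; some compounds called inactive have numbers as strong as hits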
Target sequence (P32926 whole entry, looked up, the tested form may be a part): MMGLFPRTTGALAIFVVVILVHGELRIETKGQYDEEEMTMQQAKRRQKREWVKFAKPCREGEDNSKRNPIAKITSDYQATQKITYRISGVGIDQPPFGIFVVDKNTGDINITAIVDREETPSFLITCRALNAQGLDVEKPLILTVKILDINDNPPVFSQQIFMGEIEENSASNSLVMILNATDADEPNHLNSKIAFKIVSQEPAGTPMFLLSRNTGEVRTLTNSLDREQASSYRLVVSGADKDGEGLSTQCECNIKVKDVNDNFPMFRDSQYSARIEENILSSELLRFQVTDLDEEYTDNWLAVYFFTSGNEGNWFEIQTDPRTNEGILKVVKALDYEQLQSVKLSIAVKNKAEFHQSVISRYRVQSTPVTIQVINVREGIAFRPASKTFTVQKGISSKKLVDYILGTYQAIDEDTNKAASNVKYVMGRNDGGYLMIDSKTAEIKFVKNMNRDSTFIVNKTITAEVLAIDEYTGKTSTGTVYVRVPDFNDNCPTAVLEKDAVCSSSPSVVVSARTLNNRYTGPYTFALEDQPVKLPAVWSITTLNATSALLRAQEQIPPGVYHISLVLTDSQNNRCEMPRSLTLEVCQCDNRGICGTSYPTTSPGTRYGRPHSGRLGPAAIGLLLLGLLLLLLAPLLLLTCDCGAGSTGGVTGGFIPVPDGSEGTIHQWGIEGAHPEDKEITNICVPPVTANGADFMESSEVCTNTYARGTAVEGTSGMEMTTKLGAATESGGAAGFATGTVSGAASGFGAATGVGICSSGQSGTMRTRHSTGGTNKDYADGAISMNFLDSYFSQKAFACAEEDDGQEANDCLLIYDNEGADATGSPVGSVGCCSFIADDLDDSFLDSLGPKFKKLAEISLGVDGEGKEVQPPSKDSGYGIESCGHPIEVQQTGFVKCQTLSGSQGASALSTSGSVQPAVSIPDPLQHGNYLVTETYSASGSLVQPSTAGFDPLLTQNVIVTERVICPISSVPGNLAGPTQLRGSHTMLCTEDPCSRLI
The depositor's hits bear a star; · = no result given.

The line under a structure holds: Arrestin-AP2 inh, PKA-R1A act, HTR5A inv ctr, OPRM1-OPRD1 inv, MOR-DOR ag, HTR5A ag, DAGLB inhibitor, V-ATPase pH, PKA-R2B activ, DSG3 Ab inh
1) Cn1c(SCC(=O)c2ccc(O)cc2O)nnc1-c1ccccc1
 : 9, -5, 12, -7, 0.9, -4, 1, 2, 2, ·
2) CCOc1cccc(-c2nnc(SCC(=O)NC3CC3)n2C)c1
 : -10, 0, -2, 23, -4.2, 2, -1, -2, -6, 111
3) COc1cc([N+](=O)[O-])ccc1N
 : 2, -6, -11, 22, -4.4, 4, 3, 5, -4, 83
4) CCn1ncc(CN2CCN(C(=O)Nc3ccccc3C(=O)OC)CC2)c1C
 : -9, -3, 5, 14, -2.4, -2, 0, 3, -11, ·
5) COc1cc(/C=N/NC(=O)CSc2ccccn2)ccc1O
 : 33, -6, 15, 9, -1.7, -5, 4, 5, -14, 106
6) C=CCNc1ccc(N2C(=O)CCCC2=O)cc1[N+](=O)[O-]
 : 4, 9, -9, 10, -2.3, 3, 0, -1, -14, 108
7) Cc1cccc(Nc2nc(N)nc(CN3CCC(C)CC3)n2)c1C
 : 0, -2, -15, -4, 0.7, 6, 1, -4, -10, 99
8) Cc1ccc(OCCC(=O)Nc2cc(S(=O)(=O)N3CCOCC3)ccc2N2CCCC2)cc1
 : -8, -1, -5, 17, -4.4, 6, 3, 7, -9, 100
9) COc1ccc(Nc2nc(=O)c3cc([N+](=O)[O-])ccc3s2)cc1
 : 17, -1, 10, 9, -1.7, 0, 2, -2, -9, 84
10) COc1ccc2c(c1)[C@H]1[C@H](CO2)[C@H](c2ccccc2)[C@]2(C)C(=O)N(CC3CCCO3)CC(=O)N12 (some centres not stated)
 : 4, 5, -1, 14, -2.3, 2, 0, -4, 1, 109
11) COc1cccc(-n2nnnc2SCC(=O)NCCc2ccc(OC)c(OC)c2)c1
 : -4, -1, 2, 5, -1.0, -1, 0, -1, -2, 101
12) Cc1noc(NS(=O)(=O)c2ccc(NC(=O)c3ccccc3NS(=O)(=O)c3ccc(F)cc3)cc2)c1C
 : -17, -6, -6, 17, -3.3, 1, 11, 0, 7, 114
13) CCc1ccccc1NC(=O)NNC(=O)c1ccc2ccccc2c1O
 : -6, -10, -17, 10, -1.4, 0, 4, -2, -3, 102
14) O=[N+]([O-])c1cccc(/C=N/N2CCN(Cc3ccccc3)CC2)c1
 : -11, -3, 2, -6, 1.3, -1, -6, 0, 3, 97
15) CCn1c(SCc2ccc(C)cc2)nnc1-c1cnccn1
 : 31, -4, -38, 20, -3.9, -2, 1, 2, -5, 112
16) Cc1nnc(SCC(=O)N(CC(C)C)C2CCS(=O)(=O)C2)n1N (configuration not stated)
 : -9, 3, 6, 14, -3.4, 1, 0, 2, 1, 100
17) Cc1[nH]c2ccc(-c3n[nH]c(=S)n3-c3ccc(Br)cc3)cc2c1C
 : 13, -10, 13, -2, 0.4, 0, 4, 0, -9, 100
18) O=C(O)c1cccc(S(=O)(=O)Nc2ccc([N+](=O)[O-])cc2O)c1
 : 7, -9, -11, 12, -2.3, -1, -2, -2, -6, 93
19) CC(C)NC(=O)NC(=O)COc1c(F)c(F)cc(F)c1F
 : 7, 3, -7, 6, -1.4, 3, -3, -1, -12, ·
20) Fc1ccccc1Cc1noc(CN2CCN(c3ccc(Cl)cn3)CC2)n1
 : 9, -11, -3, 1, -0.3, 1, -5, -5, -7, 112
21) COCCNC(=S)N/N=C(\C)c1cccc(OC)c1
 : 21, 3, -1, 13, -2.7, 0, 1, -2, 5, ·
22) COc1ccc(C)cc1NC(=O)CCCN1C(=O)C(c2ccccc2)Oc2cccnc21 (configuration not stated)
 : 20, -12, -16, 12, -2.2, -1, -7, -3, -9, 89
23) NC(=O)c1nsc(C(=O)N(c2ccccc2)C(C(=O)NC2CCCC2)c2ccc3ncccc3c2)c1N (configuration not stated)
 : -10, -10, 3, -6, 0.7, -1, -1, 0, -8, 126
24) C=CCn1c(=O)c(C(=O)NCCN(CC)CC)c(O)c2ccccc21
 : -13, 3, -2, 4, -1.0, 1, -2, 12, -10, ·
25) COc1ccc(NC2CCCN(C(=O)Cn3ccc(C)n3)C2)cc1OC (configuration not stated)
 : -4, 0, -9, 1, -0.3, 0, -3, 2, -8, ·
26) CC(=O)OCC1=C(C(=O)O)N2C(=O)C(NC(=O)c3ccc(COc4c(C)cccc4Cl)o3)C2SC1 (configuration not stated)
 : 44, 5, -4, 9, -1.6, 1, 2, -1, 0, 103
27) Cc1cccc(C(=O)NC(C(=O)Nc2ccc(S(=O)(=O)Nc3nccs3)cc2)C(C)C)c1 (configuration not stated)
 : -3, -6, 11, 13, -3.4, 3, 6, 4, -14, 117
28) Cc1occc1C(=O)Nc1cccc(Cn2cccn2)c1
 : 37, 5, 13, -1, 0.3, -2, 1, -3, 0, 95
29) Cc1cccc(OCCNc2cc(N3CCN(C)CC3)ccc2[N+](=O)[O-])c1
 : 7, -11, 10, -6, 1.0, -3, 0, 1, 2, 129
30) COc1ccc2c(c1OC)C(=O)OC2CC(=O)c1ccc(O)c(O)c1 (configuration not stated)
 : 3, -4, 9, 12, -2.3, -2, 2, -1, 2, 101
31) Cc1nc(Cl)sc1C(=O)Nc1cc(F)cc(F)c1
 : 4, 6, 6, -11, 2.1, 4, -1, 1, -4, 110
32) CCCCN(C)CCNC(=O)CCn1nc(-c2ccc(C)cc2)ccc1=O
 : -3, -2, 8, 0, 0.1, -2, -1, 2, 3, 95
33) COCCCN(C(=O)CSCc1ccc(C)cc1)c1c(N)n(Cc2ccccc2)c(=O)[nH]c1=O
 : 16, 3, 1, 7, -1.1, 0, -1, 3, 3, 106
34) C=CC[C@@H](CC(=O)N[C@@H](CO)Cc1ccccc1)C(=O)N[C@@H](COC(=O)[C@@H](CC=C)Cc1ccc(F)cc1)Cc1ccccc1
 : -2, 5, -9, -10, 1.8, -1, -3, 1, 9, 107
35) O=C(O)/C=C/C(=O)Nc1cccc2cccnc12
 : -4, 1, -18, 8, -1.5, 5, 0, -2, 2, 88
36) O=C(OCC(=O)N1CCc2ccccc2C1)c1c(F)cccc1Cl
 : 15, 5, -4, 1, -0.2, 2, -1, 3, -1, ·
37) O=C(Cn1cnc2ccccc2c1=O)Nc1nnc(SCc2ccccc2)s1
 : -4, 4, -10, 4, -0.7, 8, 3, 2, 7, 111
38) CC(C)(C)c1ccc(C(=O)OCC(=O)Nc2cccc(S(=O)(=O)NC3=NCCC3)c2)cc1
 : ·, -10, ·, ·, ·, ·, -3, ·, -7, 100
39) Cc1cccc(C(=O)NCC(=O)OCc2nc(N)nc(Nc3ccccc3C)n2)c1
 : 1, 3, 4, 6, -1.5, -2, 2, -3, 5, 101
40) CCc1ccccc1-n1c(SCC(=O)NC)nnc1-c1cccnc1
 : -5, 4, 4, 15, -3.3, 6, -4, -1, -8, 122
41) O=C(NCC(=O)N(Cc1ccco1)C(C(=O)NC1CCCC1)c1ccncc1)c1cccs1 (configuration not stated)
 : 5, 0, -2, 13, -2.4, 0, -2, 1, -2, 108
42) COc1ccc(CN2CCN(CCC(C)C)C(CCO)C2)cc1Cn1cccn1 (configuration not stated)
 : -1, 7, -13, 2, -0.2, 2, -1, -1, 1, 101
43) O=C(Nc1ccon1)Nc1ccc(Cl)cc1Cl
 : -8, -17, 0, -19, 4.7, 0, -2, -3, -4, 109
44) CCOc1ccc(S(=O)(=O)N2CCN(c3ncccn3)CC2)cc1
 : -8, -11, 19, 7, -1.5, -5, -2, -2, -7, 103
45) COc1cc(NS(=O)(=O)c2cccc3nsnc23)cc(OC)c1
 : 7, -17, 11, 15, -2.6, -1, 0, -2, -19, 105
46) CCOc1ccccc1OCCCC(=O)N(CC)CC(=O)Nc1c(F)cccc1F
 : -1, 3, 14, 17, -3.3, -6, 0, 0, -1, 104
47) Cc1cccc(Nc2nnc(SCC(=O)NCc3cccs3)s2)c1C
 : -1, 10, 4, 17, -3.4, 3, 3, 3, -5, 106
48) CC(=O)c1ccc(NC(=O)COC(=O)CCC(=O)c2cccs2)cc1
 : 4, 4, -16, 0, 0.1, 3, 0, -3, -7, 99
49) CCC(C)n1c(SCC(=O)NC(=O)Nc2ccc3c(c2)OCCO3)nc2ccccc2c1=O (configuration not stated)
 : 6, -18, -7, -17, 2.9, 3, 1, -5, 4, 101
50) COCCNC(=O)c1c[nH]c2ccc(S(=O)(=O)N3CCc4ccccc43)cc2c1=O
 : -2, -7, -15, -12, 2.4, -4, 1, 2, -6, 127
51) CC1CC(C#N)N(N(C)C)C1=C(C#N)C#N (configuration not stated)
 : 13, -9, -8, 6, -1.1, 4, -1, 1, -4, 120
52) COc1ccc(Cc2nnc(NC(=O)c3ccc(OC)c(OC)c3)s2)cc1
 : -8, -9, -6, 7, -1.3, 2, 1, -2, -10, 126
53) COc1ccc(NC(=O)COC(=O)[C@@H]2CCCN2C(=O)c2cccs2)cc1
 : -4, -16, -14, 7, -1.6, 5, -1, -6, -4, 99
54) CCOC(=O)C1CCN(c2c(NC3CCCc4ccccc43)c(=O)c2=O)CC1 (configuration not stated)
 : -7, -10, 5, 5, -1.0, -2, 6, -1, -2, 97
55) CCc1cc(=O)oc2cc(C)cc(OCC(=O)NCCCn3ccnc3)c12
 : -3, -6, -22, 28, -5.3, 5, 0, 0, -10, 90
56) O=C(Cn1nnc2ccccc2c1=O)Nc1cccc(S(=O)(=O)N2CCOCC2)c1
 : 22, -9, 13, 16, -3.5, -5, 2, -2, -3, 101
57) COCCCNCCCCSc1ccc(Cl)cc1
 : 3, 0, -15, -7, 1.1, 5, -3, 2, -3, 97
58) O=C(CNC(=O)N1CC(=O)Nc2ccccc21)NCc1ccc(F)cc1
 : ·, 1, ·, ·, ·, ·, 0, 0, -4, 98
